# Compound activity: PubChem, Sanford-Burnham Center for Chemical Genomics
# mIAP activ: mouse IAP activation | muIAP, CDP-Star luminescence, 30 min; stronger effect = higher value; 1 = vehicle-only enzyme signal, 0 = enzyme-free wells | activation factor at 10 µM | 0.24% of 330,000 active | AID 2805;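 active = activation factor of at least 2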; note: the source names both 10 and 20 µM as test concentration; values of inactives mirror those of a sister screen read the other way
#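 System: mouse IAP enzyme. Reagent: CDP-Star chemiluminescent phosphatase substrate. Benchmarks: DMSO wells, no-enzyme wells. Times: 30 min enzyme-substrate-compound incubation at room temperature. Detection: luminescence from enzymatic CDP-Star hydrolysis. Doses: test compounds delivered from DMSO solution.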
# A3G deaminase: inhibitors of human APOBEC3G DNA deaminase | Q9HC16 | recombinant A3G, ssDNA deamination FAM/TAMRA fluorescence | inhibition, % at 20 µM | 0.28% of 330,000 active;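 active = inhibition of at least 40% at 20 µM, with no more than 30% in the related APOBEC3A deaminase screen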;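 note: plate controls were DMSO wells with A3G for no effect and wells lacking A3G enzyme for full effect; some compounds called inactive have numbers as strong as hits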
# Target sequence (Q9HC16 whole entry, looked up): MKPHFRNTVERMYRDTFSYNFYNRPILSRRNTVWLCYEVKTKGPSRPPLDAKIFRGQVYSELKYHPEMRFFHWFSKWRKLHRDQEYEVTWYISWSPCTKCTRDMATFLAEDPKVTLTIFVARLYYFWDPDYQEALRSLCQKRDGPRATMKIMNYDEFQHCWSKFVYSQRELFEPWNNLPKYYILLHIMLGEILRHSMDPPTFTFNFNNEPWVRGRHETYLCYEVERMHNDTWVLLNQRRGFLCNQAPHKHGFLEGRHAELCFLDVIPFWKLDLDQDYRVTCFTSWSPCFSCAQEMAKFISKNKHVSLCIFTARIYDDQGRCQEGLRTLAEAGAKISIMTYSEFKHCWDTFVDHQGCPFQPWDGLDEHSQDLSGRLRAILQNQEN
# A3A deaminase: blocks human APOBEC3A ssDNA deamination; P31941; recombinant A3A, FAM/TAMRA ssDNA deamination fluorescence; inhibition, % at 20 µM; 0.41% of 330,000 active;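 active = at least 40% inhibition at 20 µM here, with at most 30% in a related deaminase screen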;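 note: plate controls were A3A with DMSO for no effect and wells lacking A3A enzyme for full effect; some results filed as inactive read as strong as hits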
# Target sequence (P31941 whole entry, looked up): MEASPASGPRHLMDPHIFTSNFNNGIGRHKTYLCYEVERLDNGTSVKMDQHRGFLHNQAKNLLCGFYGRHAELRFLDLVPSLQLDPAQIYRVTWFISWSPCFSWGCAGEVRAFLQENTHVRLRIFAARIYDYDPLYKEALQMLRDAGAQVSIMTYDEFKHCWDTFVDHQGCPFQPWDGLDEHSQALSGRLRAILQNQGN
# SENP1 inh: SENP1 (human) catalytic domain inhibition; inhibition, % at 10 µM; 0.21% of 360,000 active; recombinant SENP1 catalytic domain, CyPet-SUMO1-YPet FRET cleavage; AID 624204; Q9P0U3;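 active = inhibition at least 30% at 10 µM, raw YFP signal under a set limit, fluorescence ratio 0.5 to 1.5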;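 note: 0% = enzyme with DMSO and 100% = no enzyme wells; some results filed as inactive read as strong as hits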
# Target sequence (Q9P0U3 419-644 limits assumed): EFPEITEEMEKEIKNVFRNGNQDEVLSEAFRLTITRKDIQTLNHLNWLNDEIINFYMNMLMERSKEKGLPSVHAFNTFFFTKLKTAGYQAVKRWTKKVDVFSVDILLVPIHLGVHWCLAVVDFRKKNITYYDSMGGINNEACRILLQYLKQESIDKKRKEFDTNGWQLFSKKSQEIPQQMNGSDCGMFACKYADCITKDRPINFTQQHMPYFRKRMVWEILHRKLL
#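 Material – human SENP1 catalytic domain · Input – SENP1 enzyme, 20 pM final · Compound dosing – single concentration of 10 µM compound, 0.5% DMSO final · Timing – enzyme reaction for 50 min at room temperature, dark · Measured by – FRET fluorescence in CFP and YFP emission channels · Control set – no-enzyme wells low, DMSO-plus-enzyme wells high control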
# hIAP inh: blocks human intestinal alkaline phosphatase | 0.12% of 330,000 active | inhibition, % at 10 µM | P09923 | purified IAP, CDP-Star luminescence, 30 min;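 active = inhibition reaching a set limit with compound at 10 µM in the primary screen, cut at about 35% in these data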;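 note: plate controls were DMSO wells with enzyme for no effect and no-enzyme buffer wells for full effect; values of inactives mirror those of a sister screen read the other way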
# mIAP block: blocks mouse intestinal alkaline phosphatase; purified mouse IAP, CDP-Star luminescence, 30 min; inhibition, % at 10 µM; 0.2% of 330,000 active;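 active = inhibition of at least 40% at 10 µM in the primary screen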;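 note: plate controls were DMSO with enzyme for no effect and no enzyme wells for full effect; values of inactives mirror those of a sister screen read the other way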
# hIAP activ: human IAP activation; P09923; purified human IAP, CDP-Star luminescence, 30 min; stronger effect = higher value; 1 = vehicle-only enzyme, 0 = enzyme-free background; activation factor at 10 µM; 0.16% of 330,000 active; AID 2524;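 active = activation factor of the enzyme at least 2-fold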; note: the source names both 10 and 20 µM as test concentration; values of inactives mirror those of a sister screen read the other way
# beta cell repl: MIN6 beta-cell proliferation induction; MIN6 cells proliferation, ATPlite luminescence, 48 h; cells starved in 0.2% serum; 100% = growth in 10% serum; proliferation, % at 10 µM; 0.29% of 330,000 active;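 active = compounds whose signal lies at least 3.5 SD above the mean of all wells on their plate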;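 note: 0% = DMSO-treated cells in low-serum medium and 100% = 10% serum control; some compounds called inactive have numbers as strong as hits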
# NALP3 yeast inh: inhibitors of NALP3 inflammasome in yeast; AID 2825; 0.39% of 330,000 active; inhibition, % at 10 µM; Yeast reconstituted NLRP3/ASC/caspase-1, beta-gal luminescence, 24 h;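 active = inhibition of 50% or more; inactive = inhibition below 50%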;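 note: plate controls were induced DMSO wells for no effect and uninduced yeast grown without galactose for full effect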
# * = called active by the depositor; x = not tested or not shown. A portion of the library (hit frequency here may not be typical).
SMILES,mIAP activ,A3G deaminase,A3A deaminase,SENP1 inh,hIAP inh,mIAP block,hIAP activ,beta cell repl,NALP3 yeast inh
Nc1ccc2c(c1)ncn2CCCn1cnc2cc(N)ccc21,0.934,-2.7,0.0,1.4,31.1,6.6,0.689,-2.4,-0.2
CC1=C(C(=O)OCC2CCCCC2)C(c2cccc(O)c2)NC(=O)N1 (stereo not given),1,-8.9,-4.8,0.6,-17.0,-0.4,1.17,0.8,1.6
O=C(COC(=O)C12CC3CC(CC(C3)C1)C2)NCCCc1ccccc1,1.03,-4.2,-2.1,4.6,-3.0,-2.6,1.03,0.0,10.5
CC(=O)c1c(O)cc(=O)n(-c2ccccc2)c1-c1ccc(C)cc1,1.05,-3.6,-6.8,2.8,-30.7,-4.8,1.31,-2.8,-5.9
CCOC(=O)CSc1nc2ccccc2c(=O)[nH]1,1.22,-6.1,-2.4,4.0,7.7,-22.3,0.923,3.6,-7.0
COc1ccc(/C(C)=N/NC(=O)CNC(=O)c2cccs2)cc1OC,1.07,-4.3,-0.4,0.2,-31.2,-7.3,1.31,-0.9,9.8
FC(F)Oc1ccccc1NC(=S)Nc1cccc(Cl)c1Cl,0.964,-3.7,2.9,-0.1,7.2,3.6,0.928,0.0,-2.4
COc1ccc(Cl)cc1NC(=O)CSc1nc(N2CCOCC2)nc(N2CCOCC2)n1,1.04,-8.6,-1.5,3.3,-1.8,-3.8,1.02,-2.8,15.1
COc1cc(C(=O)N2CCCCCCC2)ccc1OC1CCN(C(C)=O)CC1,1.08,-1.5,2.2,-1.5,9.0,-7.6,0.91,0.4,6.9
COc1ccc(CC(=O)N[C@@H]2c3cc(OC)c(OC)cc3C[C@H]2O)cc1,1.04,1.7,1.8,1.1,x,-4.3,x,x,x
CC(C)CC(=O)N1CCN(Cc2ccc(Br)cc2)CC1,1.02,-1.4,-2.1,-0.8,-11.0,-1.8,1.11,1.0,-4.9
Cc1ccc(C)c(-n2cc(CN3CCN(C(=O)c4ncn[nH]4)CC3)c(-c3ccccc3)n2)c1,0.905,-6.3,-0.9,-3.0,26.6,9.5,0.734,-2.5,-7.7
CC(C)N1CCC(N2CCN(Cc3cccc4nonc34)CC2CCO)CC1 (stereo not given),1.05,-9.1,1.6,1.5,1.1,-4.6,0.989,2.4,9.3
O=C(NNC(=O)c1csc(-c2cccnc2)n1)Nc1ccc(Cl)cc1,1.11,-4.6,2.3,-0.7,-30.1,-11.3,1.3,-0.1,31.2
O=C(c1ncn(Cc2ccccc2)c1C(=O)N1CCc2ccccc2C1)N1CCc2ccccc2C1,1.09,-11.6,-5.5,-0.3,-16.3,-9.2,1.16,-3.8,19.6
O=[N+]([O-])c1ccc(S(=O)(=O)CC2CSc3nc4ccccc4n32)cc1 (stereo not given),1.12,-1.1,1.9,1.4,7.5,-12.5,0.925,-1.4,3.5
COc1ccccc1C(=O)NNC(=O)CCN1C(=O)/C(=C\c2ccccc2)SC1=S,0.759,-3.9,-1.7,0.0,-16.8,24.1,1.17,-0.2,8.7
O=C(NC1CCN(Cc2ccccc2)CC1)c1cc(Br)c(Br)[nH]1,1.1,-9.8,8.0,0.8,-28.0,-9.7,1.28,-0.8,21.9
COc1ccc(N2CCN(C(=O)C3CCCO3)CC2)cc1 (stereo not given),1.04,0.9,1.3,-1.5,4.6,-3.7,0.954,-2.9,-5.2
O=C(CSc1nnc(-c2cccnc2)s1)Nc1ccccc1,0.965,-6.9,-2.2,0.8,12.5,3.5,0.875,1.1,28.0
O=C(NC1CCCC1)C(c1ccsc1)N(Cc1ccco1)C(=O)Cc1cccs1 (stereo not given),1.05,-4.7,2.5,-3.4,-28.5,-4.8,1.28,-0.2,15.6
CCCn1c(SCC(=O)NCC)nc2sc3c(c2c1=O)CCC3,0.988,-8.3,-3.3,0.7,10.1,1.2,0.899,2.9,5.0
Cc1ccccc1Nc1nc(N)nc(CSc2nnc3ccccn23)n1,0.929,0.9,5.1,2.6,4.1,7.1,0.959,-2.5,-3.0
COCCCNC(=S)N1CCN(c2nc3ccccc3s2)CC1,1.01,-6.9,-5.1,1.5,-0.2,-1.3,1,1.3,24.0
CCN(C(=O)CSc1nc2ccccc2c(=O)n1-c1cccc(C)c1)C1CCS(=O)(=O)C1 (stereo not given),0.96,-9.6,1.4,1.0,8.6,4.0,0.914,1.3,12.5
CC(C)(C)OC(=O)[C@H](Cc1ccccc1)NC(=O)c1nc[nH]c1C(=O)NCCCCCN,1.1,-10.0,-2.3,1.3,-30.9,-10.2,1.31,-1.1,12.4
CCn1c(SCC(=O)c2ccc(F)cc2)nnc1-c1ccoc1C,0.917,-3.5,-2.3,0.8,-6.0,8.3,1.06,-1.0,-12.4
Cc1cc(C(=O)NNS(=O)(=O)c2ccc(F)cc2)nn1C(C)(C)C,1.07,-0.4,-0.7,0.7,5.2,-7.3,0.948,-1.8,4.6
CCOc1cccc2cc(C(N)=O)c(=N)oc12,0.987,2.9,5.4,-7.5,-6.4,1.3,1.06,0.8,19.1
CC(=O)c1ccc(NC(=O)CSc2nnc(-c3ccncc3)n2C2CC2)cc1,0.979,-9.6,0.5,-1.6,2.2,2.1,0.978,-0.9,-8.4
Cc1cc(C)nc(NC(=O)Cc2ccc(Cl)cc2)c1,0.993,-5.2,-4.1,2.1,6.0,0.7,0.94,-2.5,7.1
Cc1cc(O)ccc1C1(c2ccc(O)cc2C)OC(=O)c2ccccc21,0.87,-2.7,-2.6,0.2,-4.7,13.0,1.05,-0.3,17.9
CC(=O)Nc1cccc(NC(=O)C(C)N2c3cccc4cccc(c34)S2(=O)=O)c1 (stereo not given),0.976,-8.0,-0.9,-2.2,23.4,2.4,0.766,-3.2,15.5
C=CC[N+]1(CC#Cc2ccccc2)CCCC1,0.968,-6.1,-3.7,-0.9,12.8,3.2,0.872,-0.3,2.5
Cc1ccc(S(=O)(=O)NCC(C)NC(=O)CN2CCOCC2)cc1 (stereo not given),0.946,1.8,4.5,0.6,6.0,5.4,0.94,-0.7,16.8
CC1=CC(C)(C)N(C(=O)CN2C(=O)c3ccccc3C2=O)c2ccc(C)cc21,0.924,-4.2,-0.6,-0.4,4.4,7.6,0.956,-1.9,25.1
Cc1ccc(S(=O)(=O)N2CCN(Cc3ccccc3C(F)(F)F)CC2)cc1,0.982,-6.1,-0.1,1.3,-5.0,1.8,1.05,-1.8,19.9
Cc1ccc(NC(=O)c2ccccc2-c2cc(C)no2)cc1,0.995,-4.4,-2.9,3.4,11.7,0.5,0.883,0.6,18.6
C=CCOC(=O)C1=C(C)OC(N)=C(C#N)C1c1ccco1 (stereo not given),0.961,-2.0,1.7,-5.8,-1.7,3.9,1.02,-3.5,1.8
COc1ccc(OCC#CCN2CC(C)OC(C)C2)cc1 (stereo not given),0.876,-6.8,-3.1,-1.9,7.2,12.4,0.928,-0.2,8.3
O=C(Nc1ccon1)c1cc2c(s1)CCCCCC2,0.953,-6.5,-8.1,1.9,20.3,4.7,0.797,-1.8,-31.7
O=C(C1=C[C@@H](C2CCCCC2)C[C@@H](OCc2ccc(CO)cc2)O1)N1CCN(Cc2ccccc2)CC1,0.852,-6.9,-2.1,1.1,2.8,14.8,0.972,-8.9,15.6
Cc1nc2scc(-c3ccccc3)c2c(=O)n1N=C1C=CC(=O)C=C1,0.934,65.3*,-0.7,x,16.5,6.6,0.835,-5.2,21.7
N[C@@H](Cc1c[nH]c2ccccc12)C(=O)O,0.977,-6.6,-2.8,x,7.8,2.3,0.922,-0.9,2.8
COc1cc(/C=C2\SC(N3CCC(C)CC3)=NC2=O)ccc1O,0.834,-7.0,4.1,63.0*,6.1,16.6,0.939,-3.8,10.9
CCCCN(CCCC)Cc1ccc(N)cc1,0.94,-5.1,0.0,2.1,16.6,6.0,0.834,-0.1,0.4
O=C(NCC1CCCO1)c1ccc(COc2ccccc2)o1 (stereo not given),1.02,-7.4,-2.1,0.5,-0.1,-1.8,1,0.0,15.5
O=C(/C=C/c1ccco1)N1CCN(C/C=C/c2ccccc2)CC1,1.02,-7.7,-2.5,-5.2,6.9,-2.4,0.931,-0.5,18.5
CC(=O)N1CCc2c(sc(NC(=O)Cc3ccccc3)c2C(N)=O)C1,1.12,-7.4,0.5,-61.6,-30.4,-12.4,1.3,-1.7,10.0
O=C(Cn1cc(C(F)(F)F)ccc1=O)NCCc1ccc(Cl)cc1Cl,1.12,-7.1,-4.2,0.7,-12.5,-11.6,1.12,-1.3,19.2

# Next part:
SMILES,mIAP activ,A3G deaminase,A3A deaminase,SENP1 inh,hIAP inh,mIAP block,hIAP activ,beta cell repl,NALP3 yeast inh
COc1ccc(NC2=NCCCCC2)cc1,1.08,-7.8,-2.0,-1.1,4.4,-8.4,0.956,-4.3,2.6
CCN(CC)S(=O)(=O)c1cccc(N=NC2=C(O)CCCC2=O)c1,0.862,-0.7,0.4,-3.1,-2.6,13.8,1.03,2.2,12.8
Clc1ccc2nc(C3CCN(Cc4ccccc4)CC3)[nH]c2c1,1.13,1.4,2.7,-10.4,-26.0,-12.8,1.26,-4.4,6.0
NC(N)=Nc1nc(-c2ccccc2)c2cc(F)ccc2n1,0.959,-5.0,6.1,-6.7,8.3,4.1,0.917,-5.9,14.2
COc1ccc(CNC(=O)c2ccc3c(=O)n(CCCN4CCCC4=O)c(=S)[nH]c3c2)cc1,0.939,-13.0,0.2,0.6,4.6,6.1,0.954,-4.1,8.1
O=C(CSc1nccn1Cc1ccco1)Nc1ccccc1,1.12,-5.6,-3.6,-0.7,14.4,-11.9,0.856,-1.1,22.4
CCN(CC)S(=O)(=O)c1ccc(N2CCOCC2)c(NC(=O)COc2ccc(C#N)cc2)c1,1.1,-3.7,-6.7,2.8,-15.8,-10.2,1.16,-3.2,-7.9
COC(=O)C1=CN(c2ccc(Cl)cc2)C=C(C(=O)OC)C1c1ccc([N+](=O)[O-])cc1,0.909,-4.1,-1.5,0.4,2.4,9.1,0.976,-3.5,3.8
Cc1ccc2c(c1)/C(=N/O)CCS2,1.01,-0.8,1.8,0.1,4.9,-0.8,0.951,-0.8,-27.2
CCN(CC)S(=O)(=O)c1cccc(C(=O)NN2Cc3ccccc3C2=N)c1,1.02,-1.7,-1.5,0.9,-3.7,-2.1,1.04,-0.3,-0.6
C[C@H](CO)N1C[C@H](C)[C@@H](CN(C)C(=O)Nc2ccc3c(c2)OCO3)Oc2c(NC(=O)C3CC3)cccc2C1=O,1.1,-5.9,-7.2,1.5,-26.6,-9.8,1.27,-2.1,21.2
COc1ccc(N(CC(=O)Nc2cc(OC)ccc2OC)S(=O)(=O)c2c(C)nn(C)c2C)cc1,1.07,-11.5,-1.8,2.6,-4.0,-6.8,1.04,0.8,-6.1
COc1cc(/C=C2\CC(C(C)(C)C)C/C(=C\c3cc(OC)c(OC)c(OC)c3)C2=O)cc(OC)c1OC (stereo not given),0.891,-6.9,-2.2,37.3*,11.1,10.9,0.889,-5.1,2.4
Cc1cc(Sc2nc(N(C)C)nc(N(C)C)n2)nc(Cl)n1,0.952,-3.2,0.6,0.7,0.8,4.8,0.992,-0.7,17.9
